BAZ2B inh: qHTS Assay for Inhibitors of BAZ2B. Bromodomain adjacent to zinc finger domain protein 2B (Homo sapiens), Q9UIF8. AlphaScreen BAZ2B-H3K14Ac peptide displacement. Potency, µM (top dose mostly 114 µM), without a hit: at the top dose activity change, negative = inhibition, most hits filed as inhibitors. hit rate 4.4% among 360,000. AID 504333, 2011; note: potency is the fitted concentration of half-maximal effect; % is set by controls: 0 for no effect and ±100 for the full control effect; nearly all actives have a fitted effect of over 60% in size
Target sequence (Q9UIF8 whole entry, looked up, the tested form may be a part): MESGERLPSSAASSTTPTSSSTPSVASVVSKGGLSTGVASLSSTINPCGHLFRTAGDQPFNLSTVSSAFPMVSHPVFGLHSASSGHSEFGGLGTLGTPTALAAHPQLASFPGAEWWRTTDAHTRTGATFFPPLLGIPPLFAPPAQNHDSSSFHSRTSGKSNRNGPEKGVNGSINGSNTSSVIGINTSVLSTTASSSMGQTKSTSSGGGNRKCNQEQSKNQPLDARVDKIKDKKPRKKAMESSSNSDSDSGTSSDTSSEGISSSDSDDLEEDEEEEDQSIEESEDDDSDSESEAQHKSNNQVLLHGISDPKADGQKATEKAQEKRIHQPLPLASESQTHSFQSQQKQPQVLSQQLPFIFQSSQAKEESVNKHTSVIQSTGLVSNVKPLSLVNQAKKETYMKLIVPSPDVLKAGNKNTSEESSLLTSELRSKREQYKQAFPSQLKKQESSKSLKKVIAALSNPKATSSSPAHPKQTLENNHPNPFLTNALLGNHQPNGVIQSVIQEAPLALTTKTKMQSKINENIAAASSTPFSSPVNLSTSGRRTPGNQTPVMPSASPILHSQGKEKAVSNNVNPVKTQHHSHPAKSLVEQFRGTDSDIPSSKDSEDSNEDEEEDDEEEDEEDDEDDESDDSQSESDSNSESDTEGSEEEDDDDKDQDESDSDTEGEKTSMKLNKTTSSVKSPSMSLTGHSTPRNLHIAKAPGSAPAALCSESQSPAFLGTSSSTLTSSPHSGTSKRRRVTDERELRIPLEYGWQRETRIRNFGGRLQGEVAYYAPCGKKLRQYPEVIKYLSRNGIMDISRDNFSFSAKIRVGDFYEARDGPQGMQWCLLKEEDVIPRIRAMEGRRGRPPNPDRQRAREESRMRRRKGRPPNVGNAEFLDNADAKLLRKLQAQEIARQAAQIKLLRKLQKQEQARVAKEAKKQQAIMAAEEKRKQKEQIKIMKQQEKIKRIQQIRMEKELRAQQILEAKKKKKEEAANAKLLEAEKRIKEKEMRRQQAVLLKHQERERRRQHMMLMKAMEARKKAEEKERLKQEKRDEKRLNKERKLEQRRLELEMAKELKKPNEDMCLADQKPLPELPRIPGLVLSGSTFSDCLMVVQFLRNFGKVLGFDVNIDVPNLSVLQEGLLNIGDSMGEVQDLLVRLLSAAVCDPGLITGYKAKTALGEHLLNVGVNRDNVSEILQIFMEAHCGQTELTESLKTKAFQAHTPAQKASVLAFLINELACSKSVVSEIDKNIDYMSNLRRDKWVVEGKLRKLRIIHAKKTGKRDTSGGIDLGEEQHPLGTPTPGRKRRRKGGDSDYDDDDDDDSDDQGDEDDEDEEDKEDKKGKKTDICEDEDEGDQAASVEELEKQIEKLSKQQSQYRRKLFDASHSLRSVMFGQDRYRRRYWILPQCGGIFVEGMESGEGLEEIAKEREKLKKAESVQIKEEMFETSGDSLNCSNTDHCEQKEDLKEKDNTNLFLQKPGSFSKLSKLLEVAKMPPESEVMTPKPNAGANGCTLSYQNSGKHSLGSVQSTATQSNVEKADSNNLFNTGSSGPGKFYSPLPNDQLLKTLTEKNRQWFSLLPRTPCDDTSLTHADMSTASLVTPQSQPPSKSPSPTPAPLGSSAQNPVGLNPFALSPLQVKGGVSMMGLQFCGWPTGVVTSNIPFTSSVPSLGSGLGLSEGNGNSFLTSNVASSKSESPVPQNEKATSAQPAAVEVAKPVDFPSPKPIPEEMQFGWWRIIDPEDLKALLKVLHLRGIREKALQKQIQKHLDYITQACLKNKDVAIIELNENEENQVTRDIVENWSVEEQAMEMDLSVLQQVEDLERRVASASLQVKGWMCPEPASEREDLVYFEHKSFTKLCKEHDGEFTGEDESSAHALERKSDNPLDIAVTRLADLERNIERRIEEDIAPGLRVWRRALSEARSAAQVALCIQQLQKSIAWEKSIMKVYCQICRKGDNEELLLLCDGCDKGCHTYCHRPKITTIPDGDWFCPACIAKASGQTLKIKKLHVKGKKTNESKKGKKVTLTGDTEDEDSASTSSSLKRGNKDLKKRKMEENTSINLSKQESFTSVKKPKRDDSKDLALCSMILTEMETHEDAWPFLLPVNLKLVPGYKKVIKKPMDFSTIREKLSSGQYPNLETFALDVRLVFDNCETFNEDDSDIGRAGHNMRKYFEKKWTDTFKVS
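AlphaScreen displacement of biotin-H3(5-23)K14Ac peptide (50 nM final) from BAZ2B (50 nM final) in PBS pH 7.4, 0.01% Tween-20; complex preformed 30 min RT, then compounds (top 110 uM) 30 min RT, beads 20 min dark.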
Pin1 inhibitor: qHTS Assay to Find Inhibitors of Pin1. Peptidyl-prolyl cis-trans isomerase NIMA-interacting 1 (Homo sapiens), Q13526. Pin1 FP peptide displacement, HiFluor488, 10 min. Potency, µM (highest dose often 115 µM), inactives show at the top dose activity, negative = inhibition, hits mostly inhibitors. hit rate 0.009% among 390,000; active = well fitted inhibition curve with a large enough effect in the polarisation, with a control signal flat, not every such curve was filed as active; inconclusive = small, poorly fitted or top-dose-only effect, or effect the other way, or a change in a side signal; inactive = no such curve, though single readings can be large or run the other way; the % refers to the polarisation; note: potency is the fitted concentration of half-maximal effect; % is set by controls: 0 for no effect and ±100 for the full control effect
HP1b binding inh: HTS for Inhibitors of HP1-beta Chromodomain Interactions with Methylated Histone Tails | AID 540317, 2011 | Chromobox protein homolog 1 (Homo sapiens), P83916 | Potency, µM (top dose mostly 114 µM), without a hit: top-dose activity change, negative = inhibition, most hits filed as inhibitors | hit rate 0.56% among 390,000 | AlphaScreen HP1-beta / biotin-H3K9me3 peptide binding; note: potency is the fitted concentration of half-maximal effect; nearly all actives have a fitted effect of over 70% in size; inactives centre near 23
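HP1-beta protein (50 nM final) preincubated 30 min at room temperature with biotinylated H3(1-18)K9me3 peptide (50 nM) in PBS pH 7.4, 0.01% Tween-20, then compound added for 30 min. AlphaScreen streptavidin donor/nickel chelate acceptor beads (10 ug/mL final), 30 min dark, luminescence read.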
G9a inh: qHTS Assay for Inhibitors of Histone Lysine Methyltransferase G9a; Histone-lysine N-methyltransferase EHMT2 (Homo sapiens), Q96KQ7; G9a H3K9 monomethylation, AlphaScreen, 2 h; Potency, µM (series often up to 102 µM), inactives show at the highest dose activity, negative = inhibition, most hits filed as inhibitors; hit rate 8.8% among 350,000; note: potency is the fitted concentration of half-maximal effect; % is set by controls: 0 for no effect and ±100 for the full control effect; nearly all actives have a fitted effect of over 75% in size
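Step 1: enzyme (final 20 nM) with compound, 15 min RT. Step 2: substrate peptide 500 nM and SAM 20 uM, 2 h RT. Step 3: anti-H3K9me1 antibody and AlphaScreen beads, 10 min, then plate read.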
Pol eta inh: qHTS for Inhibitors of Polymerase Eta; recombinant Pol eta, fluorescent DNA replication assay; Potency, µM (doses to about 114 µM), for inactives: at the highest dose activity change, negative = inhibition, most hits filed as inhibitors; hit rate 1.2% among 390,000; note: potency is the fitted concentration of half-maximal effect; % is set by controls: 0 for no effect and ±100 for the full control effect
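Pol eta (10 nM) was preincubated with compounds for 15 min at room temperature, after which fluorescent replication substrate (50 nM final) was added to start the reaction. Fluorescence was read kinetically at 0 and 10 min.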
GLS inh: qHTS for Inhibitors of Glutaminase (GLS) | GLS enzymatic activity, qHTS titration | Potency, µM (series often up to 45.5 µM), without a hit: top-dose activity change, negative = inhibition, usual class: inhibitors | hit rate 0.21% among 410,000; note: potency is the fitted concentration of half-maximal effect; % is set by controls: 0 for no effect and ±100 for the full control effect
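Two-point fluorescence kinetic (t0, 30 min RT) for hKGA; glutamate detected via glutamate oxidase–HRP–Amplex Red. Substrate: 1 mM L-glutamine solution; buffer 45 mM KH2PO4, pH 8.2.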
Tb PGK inh: qHTS Assay to Find Inhibitors of Phosphoglycerate Kinase; Phosphoglycerate kinase, glycosomal (Trypanosoma brucei brucei), P07378; PGK/GAPDH coupled, Kinase-Glo luminescence, 60 min; Potency, µM (titrated, usually from 57.5 µM), for inactives: at the highest dose activity change, negative = inhibition, actives largely listed as inhibitors; hit rate 0.043% among 380,000; note: potency is the fitted concentration of half-maximal effect; % is set by controls: 0 for no effect and ±100 for the full control effect; nearly all actives have a fitted effect of over 60% in size
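Recombinant glycosomal PGK reaction used 1,3-bisphosphoglycerate generated in-well by GAPDH (100nM final) in 100mM TEA pH 7.6, 5mM MgCl2, 0.01% Tween-20. After 60 minutes at room temperature, ATP was read by Kinase-Glo Plus luminescence end-point.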
PI4K2A block: qHTS for small molecular inhibitors of PI4K2A; Phosphatidylinositol 4-kinase type 2-alpha (Homo sapiens), Q9BTU6; purified PI4K2A, ADP-Glo luminescence, 1 h; hits give low values; activity change, negative = inhibition, % at 76.9 µM; hit rate 0.13% among 420,000; AID 1346378, 2018; in the data active = activity change below about -50%; inconclusive = mostly about -30% to -49%;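 note: -100% = wells without enzyme as full effect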
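Compounds are screened against recombinant PI4K2A using PI as substrate and ATP, the latter dispensed at 300 microM. Reactions run one hour at ambient temperature before ADP-Glo detection; full inhibition defined by wells lacking enzyme.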
JMJD2A Tudor: qHTS Assay for Inhibitors of JMJD2A-Tudor Domain. AlphaScreen JMJD2A-Tudor / H3K4me3 peptide binding. Potency, µM (highest dose often 114 µM), inactives show at the highest dose activity change, negative = inhibition, most hits filed as inhibitors. Lysine-specific demethylase 4A (Homo sapiens), O75164. hit rate 4.4% among 390,000; note: potency is the fitted concentration of half-maximal effect; % is set by controls: 0 for no effect and ±100 for the full control effect; nearly all actives have a fitted effect of over 50% in size
* hit, by the source's call; [ ] = remark or other dose. Unless noted, calls come from the whole dose curve; as a rule, active = well fitted curve in the direction sought with a large enough effect; inconclusive = small, poorly fitted or top-dose-only effect, or another doubt; inactive = no such curve, though single readings can be large; an effect the other way counts as inactive or inconclusive.

How did N/C(Cn1cncn1)=N\NC(=O)C(=O)Nc1cccc(C(F)(F)F)c1 do in these assays?
BAZ2B inh: 8%; Pin1 inhibitor: 1%; HP1b binding inh: 33%; G9a inh: 0%[59 µM]; Pol eta inh: -16%; GLS inh: -2%; Tb PGK inh: inactive; PI4K2A block: 3; JMJD2A Tudor: -27%

How did CC1(C)CC(NC(=O)c2ccc(Cl)cc2)CC(C)(C)N1 do in these assays?
BAZ2B inh: 3%; Pin1 inhibitor: -6%; HP1b binding inh: 1%; G9a inh: 17%; Pol eta inh: -17%; GLS inh: 18%; Tb PGK inh: -14%; PI4K2A block: 1; JMJD2A Tudor: -18%

What do the screens show for `Cc1ccc(S(=O)(=O)N(C)Cc2ccc(-c3nnco3)cc2)cc1`?
BAZ2B inh: 4%; Pin1 inhibitor: 1%; HP1b binding inh: 33%; G9a inh: -2%[59 µM]; Pol eta inh: inconclusive; GLS inh: -9%; Tb PGK inh: inactive; PI4K2A block: -14; JMJD2A Tudor: 6%

What do the screens show for `COc1ccc(CC(NC(C)=O)C(=O)NC2CCN(C(=O)c3cnccn3)CC2)cc1` (stereo not given)?
BAZ2B inh: -12%; Pin1 inhibitor: 2%; HP1b binding inh: 9%; G9a inh: -2%; Pol eta inh: 2%; GLS inh: -3%; Tb PGK inh: 4%; PI4K2A block: 5; JMJD2A Tudor: -9%

How did O=C(CCNC(=O)c1ccc([N+](=O)[O-])cc1)NCCC1=CCCCC1 do in these assays?
BAZ2B inh: 4%; Pin1 inhibitor: -11%; HP1b binding inh: 9%; G9a inh: -2%; Pol eta inh: -14%; GLS inh: -3%; Tb PGK inh: inactive; PI4K2A block: 2; JMJD2A Tudor: -20%

How did COc1ccccc1C(=O)N1CC(=O)Nc2ccc(F)cc2C1c1ccccc1 (stereo not given) do in these assays?
BAZ2B inh: 4%; Pin1 inhibitor: -2%; HP1b binding inh: 21%; G9a inh: 1%[2.33 µM]; Pol eta inh: 1%; GLS inh: -7%; Tb PGK inh: -2%; PI4K2A block: 0; JMJD2A Tudor: -11%

Results for COc1ccc(CNCc2c(C(=O)O)c(C)n(Cc3ccccc3C)c2C)cc1OC ?
BAZ2B inh: -29%; Pin1 inhibitor: -2%; HP1b binding inh: 6%; G9a inh: 5%[59 µM]; Pol eta inh: -19%; GLS inh: 6%; Tb PGK inh: inactive; PI4K2A block: 0; JMJD2A Tudor: -20%

How did COc1ccccc1Nc1nnc(C)c(=O)[nH]1 do in these assays?
BAZ2B inh: -3%; Pin1 inhibitor: -11%; HP1b binding inh: 11%; G9a inh: -2%[59 µM]; Pol eta inh: 2%; GLS inh: -8%; Tb PGK inh: 5%; PI4K2A block: -1; JMJD2A Tudor: -1%

Results for Cc1ccc2nc(-c3ccccc3Cl)cc(C(=O)Nc3cc(C)on3)c2c1 ?
BAZ2B inh: -14%; Pin1 inhibitor: 12%; HP1b binding inh: 9%; G9a inh: 5%[59 µM]; Pol eta inh: -16%; GLS inh: 4%; Tb PGK inh: -4%; PI4K2A block: -21; JMJD2A Tudor: -32%

What do the screens show for `Cc1ccc(SCC(=O)OCC(=O)NCC2CCCCC2)cc1C`?
BAZ2B inh: 21%; Pin1 inhibitor: -6%; HP1b binding inh: 51%[activator]; G9a inh: 9%[0.501 µM]; Pol eta inh: -10%; GLS inh: 3%; Tb PGK inh: -6%; PI4K2A block: 2; JMJD2A Tudor: 20%

How did COc1ccc([N+](=O)[O-])cc1NC(=O)COC(=O)c1ccccc1O do in these assays?
BAZ2B inh: -4%; Pin1 inhibitor: -8%; HP1b binding inh: 6%; G9a inh: -6%; Pol eta inh: 10%; GLS inh: -6%; Tb PGK inh: -6%; PI4K2A block: -8; JMJD2A Tudor: -8%

How did O=C(NCCCN1CCCC1=O)c1cc2nc(-c3ccco3)cc(C(F)(F)F)n2n1 do in these assays?
BAZ2B inh: 0%; Pin1 inhibitor: 5%; HP1b binding inh: 24%; G9a inh: inconclusive; Pol eta inh: 8%; GLS inh: 2%; Tb PGK inh: 1%; PI4K2A block: 2; JMJD2A Tudor: -4%

How did CN(C)CCNC(=S)Nc1ccc(Cl)cc1 do in these assays?
BAZ2B inh: -3%; Pin1 inhibitor: 1%; HP1b binding inh: 23%; G9a inh: inconclusive; Pol eta inh: 5%; GLS inh: 13%; Tb PGK inh: -3%; PI4K2A block: 3; JMJD2A Tudor: -4%

How did C=CCOc1ccc(C(=O)n2cc(C(=O)OC)c3ccccc32)cc1 do in these assays?
BAZ2B inh: 35%[activator]; Pin1 inhibitor: 6%; HP1b binding inh: 128%[activator]; Pol eta inh: -16%; GLS inh: -6%; Tb PGK inh: inactive; PI4K2A block: 1; JMJD2A Tudor: 72%[activator]

How did O=C(O)CN(c1ccc2c(c1)OCCO2)S(=O)(=O)c1ccccc1 do in these assays?
BAZ2B inh: 11%; Pin1 inhibitor: -10%; HP1b binding inh: 58%[activator]; G9a inh: 0%[59 µM]; Pol eta inh: -15%; GLS inh: -6%; Tb PGK inh: -4%; PI4K2A block: 1; JMJD2A Tudor: -9%[11.4 µM]

How did CC1=N/C(=C\c2ccc(OC(C)C)cc2)C(=O)N1c1ccc(C(=O)O)cc1 do in these assays?
BAZ2B inh: 0%; Pin1 inhibitor: 8%; HP1b binding inh: 26%; G9a inh: -4%[59 µM]; Pol eta inh: 7%; GLS inh: 1%; Tb PGK inh: 2%; PI4K2A block: -4; JMJD2A Tudor: -23%

How did COc1ccc(C(=O)NC(=S)NC(C)C)cc1Br do in these assays?
BAZ2B inh: -23%; Pin1 inhibitor: 0%; HP1b binding inh: 8%; G9a inh: 8%; Pol eta inh: -9%; GLS inh: 12%; Tb PGK inh: -8%; PI4K2A block: 11; JMJD2A Tudor: -14%

Results for CC(CN1CCCCC1)OC(=O)c1ccc2c(c1)OCCO2 (stereo not given) ?
BAZ2B inh: -5%; Pin1 inhibitor: -2%; HP1b binding inh: 19%; G9a inh: 4%; Pol eta inh: -17%; GLS inh: 6%; Tb PGK inh: inactive; PI4K2A block: -3; JMJD2A Tudor: -11%

How did CC/C(C)=N\N=C\c1c(O)n(CC)c2cc(C3=NNC(=O)CC3)ccc12 do in these assays?
BAZ2B inh: -25%; Pin1 inhibitor: 33%[activator]; HP1b binding inh: 17%; G9a inh: 8.9µM*; Pol eta inh: -4%; GLS inh: 12%; Tb PGK inh: -2%; PI4K2A block: 3; JMJD2A Tudor: -34%

How did CCc1nn(-c2cc(Cl)ccc2OC)c2c1C(=O)CCC2 do in these assays?
BAZ2B inh: 7%; Pin1 inhibitor: 2%; HP1b binding inh: 25%; G9a inh: 9%[59 µM]; Pol eta inh: 5%; GLS inh: 10%; Tb PGK inh: -2%; PI4K2A block: 8; JMJD2A Tudor: -5%

How did Cc1ccc(NC(=O)c2cc(=O)[nH]c3ccccc23)cc1 do in these assays?
BAZ2B inh: -2%; Pin1 inhibitor: 4%; HP1b binding inh: 33%; G9a inh: 12%[2.33 µM]; Pol eta inh: 11%; GLS inh: 2%; Tb PGK inh: -2%; PI4K2A block: 1; JMJD2A Tudor: 2%

Results for Cn1cnnc1SC(C(=O)Nc1cc(Cl)cc(Cl)c1)c1ccccc1 (stereo not given) ?
BAZ2B inh: 4%; Pin1 inhibitor: inconclusive; HP1b binding inh: 55%[activator]; G9a inh: -7%[59 µM]; Pol eta inh: -7%; GLS inh: -4%; Tb PGK inh: 1%; PI4K2A block: 2; JMJD2A Tudor: -19%

How did O=C(Cn1cc(C(=O)C2CC2)c2ccccc21)NCc1ccccc1 do in these assays?
BAZ2B inh: 0%; Pin1 inhibitor: -1%; HP1b binding inh: 47%[activator]; G9a inh: 13%[59 µM]; Pol eta inh: -2%; GLS inh: -5%; Tb PGK inh: -5%; PI4K2A block: 8; JMJD2A Tudor: -6%

Results for COc1ccc2c(CC(=O)N3CCc4cc(OC)c(OC)cc4C3)coc2c1 ?
BAZ2B inh: -26%; Pin1 inhibitor: -2%; HP1b binding inh: inconclusive; G9a inh: -12%; Pol eta inh: -4%; GLS inh: 5%; Tb PGK inh: -11%; PI4K2A block: -4; JMJD2A Tudor: -31%

How did COc1ccc(C(=O)C(C)OC(=O)c2cccc(S(=O)(=O)Nc3cc(Cl)c(OC)cc3OC)c2)cc1 (stereo not given) do in these assays?
BAZ2B inh: -1%; Pin1 inhibitor: inconclusive; HP1b binding inh: 15%; G9a inh: 21%; Pol eta inh: -17%; GLS inh: -3%; Tb PGK inh: inactive; PI4K2A block: -7; JMJD2A Tudor: -11%

What do the screens show for `O=C(COC(=O)CSc1ccc2ccccc2c1)NCc1ccc2c(c1)OCO2`?
BAZ2B inh: 2%; Pin1 inhibitor: -3%; HP1b binding inh: 13%; G9a inh: -6%[59 µM]; Pol eta inh: -10%; GLS inh: -1%; Tb PGK inh: inactive; PI4K2A block: -2; JMJD2A Tudor: 3%

Results for CCOc1ccc(Nc2c3ccccc3nc3ccccc23)cc1 ?
BAZ2B inh: 35µM*; Pin1 inhibitor: -3%; HP1b binding inh: inconclusive; G9a inh: 32µM*; Pol eta inh: 1%; GLS inh: -8%; Tb PGK inh: -1%; PI4K2A block: 10; JMJD2A Tudor: -28%[11.4 µM]

These rows are one share of the data; rates above refer to the full screens.
